CF NFkB block: inhibitors of PAF-induced NF-kB signaling, primary screen, cell-based, GFP fluorescence, uHTS | KKLEB NF-kB-GFP reporter, GFP fluorescence overnight | AID 588850, 2011 | 0.86% of 360,000 active | inhibition, % at 5 µM;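 active = at least 50% inhibition at 5 µM, scaled per plate between neutral and stimulator controls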;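 note: PAF is a Pseudomonas aeruginosa culture filtrate used as stimulus; plate controls were PAF-stimulated DMSO wells for no effect and unstimulated DMSO wells for full effect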
HIF-2a block: HIF-2a reporter inhibitors, primary screen, luminescence, 786-0 RCC cells; inhibition, % at 18.8 µM; 0.72% of 360,000 active; AID 624352, 2012; 786-0 RCC cells HIF-2a reporter, luciferase luminescence, overnight;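 active = inhibition of the luminescence signal of 40% or more relative to plate controls, in a single-dose primary screen at 18.75 µM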
NR2E3 ag-1: NR2E3 agonists in two-hybrid cells, primary screen, cell-based, luminescence, CHO-S, Gal4-NCOR/VP16-NR2E3; luciferase; AID 602229, 2012; 0.35% of 360,000 active; inhibition of corepressor binding, % at 3.98 µM;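 active = inhibition above the mean of all tested compounds plus 3 SD, cut at about 70% in these data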;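 note: 0% = DMSO with NR2E3 transfected cells and 100% = cells lacking NR2E3 construct; higher means lower luciferase signal from less NR2E3 corepressor binding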
Target sequence (Q9Y5X4 whole entry, looked up, the tested form may be a part): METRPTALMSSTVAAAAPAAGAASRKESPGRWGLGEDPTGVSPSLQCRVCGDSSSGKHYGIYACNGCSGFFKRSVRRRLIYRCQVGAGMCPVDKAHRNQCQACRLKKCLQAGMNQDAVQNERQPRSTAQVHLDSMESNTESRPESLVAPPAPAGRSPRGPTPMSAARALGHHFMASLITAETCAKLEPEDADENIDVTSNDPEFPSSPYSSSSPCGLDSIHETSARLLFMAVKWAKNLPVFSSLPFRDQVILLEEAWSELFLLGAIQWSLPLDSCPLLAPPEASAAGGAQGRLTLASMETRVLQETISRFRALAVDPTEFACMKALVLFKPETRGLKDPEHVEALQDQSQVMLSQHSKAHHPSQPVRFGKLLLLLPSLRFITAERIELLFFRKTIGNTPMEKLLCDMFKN
TRAIL sens C8: viability loss with TRAIL in NB7+C8 cells, primary screen, TRAIL sensitizer project, cell-based, ATPlite luminescence; inhibition (viability loss, TRAIL sensitization), % at 10 µM; 1% of 360,000 active; AID 624354, 2012;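 active = compounds causing at least 50% loss of cell viability in the single-dose screen, relative to plate controls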
KKLEB tox: cytotoxicity in KKLEB CF airway cells, primary screen, cytotoxicity control for CF NF-kB inhibitor project, cell-based, uHTS, fluorescence assay plates. activity change (cytotoxicity), % at 5 µM. KKLEB CF airway cells viability, ATPlite luminescence, overnight; stronger effect = lower value; cells stimulated with P. aeruginosa culture filtrate. 0.36% of 360,000 active;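 active = corrected activity change at or below -50% at 5 µM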
iPSC survival up: enhancers of single-cell hiPSC survival, primary screen, ATPlite luminescence | 100% = ROCK inhibitor wells, 0% = DMSO | survival enhancement, % at 20 µM | 0.044% of 360,000 active; in the data active = survival enhancement above about 18%;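 note: cells exposed to compounds for 16 hours before the ATP read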
MITF TRPM1 inh: inhibitors of MITF-dependent TRPM1 promoter reporter, primary screen, cell-based, SK-MEL-5, single point, luciferase | SK-MEL-5 TRPM1 promoter luciferase, 24 h | inhibition, % at 12.5 µM | 0.83% of 330,000 active | AID 488899, 2010;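 active = mean inhibition across replicates of 60% or more, whatever share of single replicates reaches that level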; note: values of inactives mirror those of a sister screen read the other way
Peg3 prom inh: Peg3 promoter-driven luciferase inhibitors, primary screen, cell-based, HeLa, luciferase luminescence. HeLa PEG-Prom luciferase reporter, overnight. inhibition, % at 20 µM. 1.7% of 360,000 active. AID 588405, 2011;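 active = inhibition of at least 50% at 20 µM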
NR2E3 ag-2: inhibitors of NR2E3-RetCOR corepressor binding, primary screen, NR2E3 agonist project, biochemical, TR-FRET, GST-NR2E3, biotin-RetCOR | Photoreceptor-specific nuclear receptor (Homo sapiens), Q9Y5X4 | 1536-well | inhibition of corepressor binding, % at 4.78 µM | 0.12% of 320,000 active | AID 2300, 2010;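 active = percent inhibition above the cutoff of mean plus 3 SD of all tested compounds, set per screening campaign, cut at about 20% in these data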;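 note: 0% = DMSO wells and 100% = biotin wells as full block of FRET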
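Test system: GST-NR2E3 and biotin-RetCOR proteins | Quantity: 1.35 nM GST-tagged NR2E3 final | Medium: Tris pH 7.5 | Also added: 7 nM biotin-RetCOR | Dosing: Compound at 4.8 µM, single dose | Timing: 5 h at 4 °C | Detection: Time-resolved FRET | Read-out basis: Percent inhibition | Benchmarks: Biotin wells as high control, 0.6% DMSO wells as low control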
LMP1 NFkB inh: EBV LMP1-driven NF-kappaB luciferase reporter inhibitors, primary screen, cell-based, luminescence, single point. LMP1-induced NF-kappaB luciferase reporter cells. 0.69% of 350,000 active. inhibition, % at 12.5 µM. AID 504558, 2011; in the data active = inhibition above about 41%;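 note: 0% = neutral control wells and 100% = reference inhibitor control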
Shn3 3UTR inh: reduction of Shn3 3'UTR firefly luciferase signal, primary screen, Schnurri-3 inhibitor project, cell-based, Clone20 osteoblasts, set 2 | Clone20 osteoblast Shn3 3'UTR firefly luciferase, 24 h | inhibition, % at 12.5 µM | 0.52% of 360,000 active;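 active = mean inhibition of at least 75% with every replicate also reaching 75%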;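 note: 0% = median of neutral control wells and 100% = pilot-screen positive control compound; some compounds past the cut are filed as inactive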
An asterisk follows results filed as active; . = no result given.

SMILES	CF NFkB block	HIF-2a block	NR2E3 ag-1	TRAIL sens C8	KKLEB tox	iPSC survival up	MITF TRPM1 inh	Peg3 prom inh	NR2E3 ag-2	LMP1 NFkB inh	Shn3 3UTR inh
O=C1C=C(O)c2cccc3cccc1c23	-10	13	-26	-15	-8	-0.3	-1	-2	23*	15	3
CCCCOc1ccc(Nc2cc(Cl)ccc2C(=O)O)cn1	5	14	5	-14	4	0.6	-6	23	2	9	-4
C=CCNC(=O)N1CCC(n2nccc2NC(=O)CCCc2ccccc2)CC1	18	9	-6	-10	-5	0.0	3	7	-1	2	-2
Cc1ccc(N(CC2CO2)S(=O)(=O)c2ccc([N+](=O)[O-])cc2)cc1 (configuration not stated)	-11	3	4	-11	-1	-0.5	16	-5	-3	1	-3
COc1cc(C(=O)N2CCN(c3ccccc3OC)CC2)c([N+](=O)[O-])cc1OC	4	24	-19	-5	11	-0.3	-10	11	-2	-3	-1
CCOC(=O)CNC(=O)c1cn(CC(C)C)c(=O)c2cc(OC)c(OC)cc12	20	6	-8	0	-1	-2.9	12	7	3	20	2
Cc1cc(C)n(-c2nc3c(c(=O)n(C)c(=O)n3C)n2CCO)n1	2	14	-2	18	1	-1.0	-2	4	-3	-5	-20
c1cncc(-c2nc3ccccc3o2)c1	8	-80	-1	-2	-2	0.2	-23	-81	0	-10	-31
Cc1ccc(CNC(=O)c2cc(=O)c3cc(C)ccc3o2)cc1	-16	9	-13	7	9	-0.6	-4	16	0	-4	1
C[C@@H]1CN([C@@H](C)CO)C(=O)c2cc(Br)cnc2O[C@@H]1CN(C)S(C)(=O)=O	14	4	-28	-4	1	-0.3	.	6	.	-6	1
CSc1ncccc1C(=O)OCC(=O)Nc1ccc2c(c1)CCC2	-12	-15	5	-14	8	0.5	-4	-25	3	2	-1
COc1ccc(C(=O)CCc2ccccc2)cc1	9	-216	-26	0	-8	-0.5	-90	-233	2	-18	-52
COc1ccc(-n2c(CN3CCN(c4ccccn4)CC3)nc3ccc([N+](=O)[O-])cc3c2=O)c(OC)c1	29	20	-18	1	-6	0.3	-4	15	-1	1	.
N#Cc1c(N)nc(SCC(=O)C23CC4CC(CC(C4)C2)C3)c(C#N)c1-c1ccc(Cl)cc1	6	-19	-28	16	2	-0.7	10	19	0	-1	-21
COc1ccc(C2CC(=O)C(C=NCCO)=C(O)C2)cc1OC (configuration not stated)	12	9	16	5	15	5.1	-7	8	-4	-7	-10
c1ccc2c(c1)c1c3n2CCNC3CCC1 (configuration not stated)	14	16	19	-1	-3	-2.8	1	10	4	2	8
C(=N\c1nccs1)/c1cccnc1	5	11	-1	-8	6	0.9	10	0	1	-4	-5
COc1cccc(CCC(=O)N2CCC(n3nccc3NC(=O)C3CCOC3)CC2)c1 (configuration not stated)	-1	0	-11	-25	4	0.8	0	3	-2	2	0
COc1ccc(NC(=S)N2CCN(c3ncccn3)CC2)cc1	-11	9	-31	-6	8	2.2	0	7	-4	10	-7
Cc1cc(F)ccc1S(=O)(=O)Nc1ccc(O)c(Sc2ncn[nH]2)c1	2	10	-10	5	-5	-0.6	5	-4	2	-1	-8
NS(=O)(=O)c1cccc(NC(=O)CSc2nc3ccccc3c(=O)n2CC2CCCO2)c1 (configuration not stated)	18	8	-16	-7	3	0.9	-14	2	.	2	-12
O=C(COC(=O)c1ccc[n+]([O-])c1)Nc1ccc(Cl)cc1[N+](=O)[O-]	-10	12	-4	-11	-7	-0.1	18	-2	5	-3	-5
N#CCC(=O)Nc1ccc(C(=O)Nc2cccnc2)cc1	-15	12	-10	-1	-6	0.2	-8	10	2	-8	0
Oc1ccc2oc3c(c2c1/C=N/n1cnnc1)CCCC3	20	26	5	1	9	-1.9	2	20	5	0	18
Cc1nn2c(=O)c(NC(=O)c3ccc(Cl)cc3)cnc2s1	-16	-147	13	5	7	0.3	-33	-144	-3	-9	-18

In the list so far, these contain an aryl methoxy group.
SMILES	CF NFkB block	HIF-2a block	NR2E3 ag-1	TRAIL sens C8	KKLEB tox	iPSC survival up	MITF TRPM1 inh	Peg3 prom inh	NR2E3 ag-2	LMP1 NFkB inh	Shn3 3UTR inh
COc1cc(C(=O)N2CCN(c3ccccc3OC)CC2)c([N+](=O)[O-])cc1OC	4	24	-19	-5	11	-0.3	-10	11	-2	-3	-1
CCOC(=O)CNC(=O)c1cn(CC(C)C)c(=O)c2cc(OC)c(OC)cc12	20	6	-8	0	-1	-2.9	12	7	3	20	2
COc1ccc(C(=O)CCc2ccccc2)cc1	9	-216	-26	0	-8	-0.5	-90	-233	2	-18	-52
COc1ccc(-n2c(CN3CCN(c4ccccn4)CC3)nc3ccc([N+](=O)[O-])cc3c2=O)c(OC)c1	29	20	-18	1	-6	0.3	-4	15	-1	1	.
COc1ccc(C2CC(=O)C(C=NCCO)=C(O)C2)cc1OC (configuration not stated)	12	9	16	5	15	5.1	-7	8	-4	-7	-10
COc1cccc(CCC(=O)N2CCC(n3nccc3NC(=O)C3CCOC3)CC2)c1 (configuration not stated)	-1	0	-11	-25	4	0.8	0	3	-2	2	0
COc1ccc(NC(=S)N2CCN(c3ncccn3)CC2)cc1	-11	9	-31	-6	8	2.2	0	7	-4	10	-7

(next part)
SMILES	CF NFkB block	HIF-2a block	NR2E3 ag-1	TRAIL sens C8	KKLEB tox	iPSC survival up	MITF TRPM1 inh	Peg3 prom inh	NR2E3 ag-2	LMP1 NFkB inh	Shn3 3UTR inh
Cc1cccc(NC(=O)CN(C)C(C)C(=O)Nc2ccc(S(=O)(=O)N3CCCC3)cc2)c1C (configuration not stated)	17	13	8	4	11	0.1	13	21	.	3	9
CC(=O)C[C@H]1c2ccccc2S(=O)(=O)N1C1CCCCC1	-20	-1	2	15	-3	-0.4	-9	-10	3	-2	0
Cc1c(NC(=O)C(C)Sc2ccc3ccccc3n2)c(=O)n(-c2ccccc2)n1C (configuration not stated)	-3	13	2	-23	5	-1.7	12	5	-2	0	20
CN(Cc1cn(Cc2ccccc2)nc1-c1ccc2c(c1)OCO2)Cc1nccn1C	2	13	5	-11	-11	0.9	8	6	4	-10	2
Cc1nn(C)c(C)c1CN(C)C(=O)C1c2ccccc2Oc2ccccc21	14	12	0	-3	1	-0.2	0	1	-1	-1	-1
COc1ccc(OC)c(-n2nnnc2SCC(=O)NCc2ccc3c(c2)OCO3)c1	17	15	8	4	-6	0.2	10	13	0	11	7
Cc1cccc(Cn2nc(C)cc2NC(=O)CCCn2ccc([N+](=O)[O-])n2)c1	-10	8	2	-12	-3	-0.5	5	10	0	-36	9
CC(=O)Nc1ccc(-c2ccnc3c2CC(C)(C(=O)NCc2ccc(N4CCN(C)CC4)cc2)O3)cc1 (configuration not stated)	6	2	1	2	-2	4.4	.	-8	.	.	8
COc1ccc(C(O)Cn2c(=N)n(CCCN(C)C)c3ccccc32)cc1 (configuration not stated)	5	18	15	11	-6	3.1	-3	7	0	3	14
CCCC(=O)Nc1nnc(SCC)s1	-23	-15	-10	18	8	-0.2	-3	-21	0	-12	-9
CC1=NN(c2ccccc2)C(=O)/C1=C\C=C1/N(C)c2ccccc2C1(C)C	-8	3	-14	1	7	-0.3	9	3	5	5	35
Cc1ccn2c(=O)nc(SCC(=O)N3CCCC3)nc2c1	-21	1	-12	-4	13	-0.1	-17	4	-4	-2	6
COc1ccc(CCNC(=O)c2cnc3ccccn3c2=O)cc1	-16	-58	-80	4	17	-0.1	.	-26	0	-5	-9
COc1cccc(CNC(=O)CN2C(=O)CSc3ccc(S(=O)(=O)N4CCCC4)cc32)c1	-6	12	1	-10	15	-2.0	6	8	4	-7	1
COc1cccc(CN2CCN(C(=O)c3cccc4ccccc34)CC2)c1	6	17	-10	0	-4	-0.2	-2	6	5	6	2
CC(C)C#Cc1cnc2c(c1)C(=O)N([C@H](C)CO)C[C@@H](C)[C@H](CN(C)C(=O)Nc1ccccc1F)O2	0	-5	11	-14	-2	2.2	.	22	.	-5	-8
COc1cc(NC(=O)C2CCCN(c3ncnc4c3nc3n4CCCCC3)C2)cc(OC)c1OC (configuration not stated)	-2	3	-10	-1	1	1.4	0	11	1	4	-2
COc1ccc(-c2ncnc(C(F)(F)F)c2-c2csc(C)n2)c(O)c1	-8	7	1	2	1	-0.5	3	8	-3	-8	12
Nc1ccc(Br)cc1Br	5	12	-7	-17	5	-0.2	9	8	-2	8	8
Cc1ccc(Cl)c(OCC(=O)NCc2ccco2)c1	1	-103	-2	5	-1	2.2	-30	-44	2	-12	-24
COc1ccc(N2C(=O)C(CC(N)=O)N(NC(=O)CCc3ccccc3)C2=O)cc1 (configuration not stated)	0	-2	-5	5	7	-0.6	3	1	2	-3	-1
COc1cc(C#Cc2c(-c3cncn3C)n(C)c3ccc(Br)cc23)cc(OC)c1	-2	5	4	19	-7	-2.1	4	34	.	-22	27
CCCOc1ccc(-c2csc(N)n2)cc1[N+](=O)[O-]	-11	-309	-69	4	5	-1.1	-103	-308	0	-13	-58

Looked up above:
Under KKLEB tox, `COc1cccc(CNC(=O)CN2C(=O)CSc3ccc(S(=O)(=O)N4CCCC4)cc32)c1` has the entry 15
Under NR2E3 ag-1, `Nc1ccc(Br)cc1Br` has the entry -7
Under Peg3 prom inh, `CCCOc1ccc(-c2csc(N)n2)cc1[N+](=O)[O-]` has the entry -308
Under KKLEB tox, `COc1ccc(OC)c(-n2nnnc2SCC(=O)NCc2ccc3c(c2)OCO3)c1` has the entry -6
Under NR2E3 ag-1, `CN(Cc1cn(Cc2ccccc2)nc1-c1ccc2c(c1)OCO2)Cc1nccn1C` has the entry 5
Under KKLEB tox, `Cc1cccc(NC(=O)CN(C)C(C)C(=O)Nc2ccc(S(=O)(=O)N3CCCC3)cc2)c1C` (configuration not stated) has the entry 11

Screening results from PubChem BioAssay.

The list is partial (hit frequency here may not be typical).
